# Bioassay records as filed in PubChem.
# TRPV1 ag – human TRPV1 agonism; Q8NER1; TRPV1-expressing cells, Fluo-8 calcium influx, agonist mode; activation, % at 8.33 µM; hit rate 0.19% among 320,000; in the data active = activation above about 80%; inconclusive = between about 30% and that limit; note: 0% is about no effect
#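 Cells expressing TRPV1 were dye-loaded with Fluo-8 and read kinetically: 10 s baseline, 3 min after compound (agonist portion), then 2 min after EC20 capsaicin (allosteric enhancer portion). Calcium-bound dye fluorescence at 480/520 nm.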
# BRCA1 expr act – activators of BRCA1 expression. hit rate 1.1% among 380,000. Potency, µM (top dose mostly 46.1 µM), without a hit: top-dose activation, hits mostly activators. MCF7-BRCA1-FFLuc reporter, luminescence, 48 h; response scale: scaled: vehicle 0%, 10 µM genistein 100%; note: potency is the fitted concentration of half-maximal effect; nearly all actives have a fitted effect of over 80% in size; some results filed as inactive show a strong effect at the top dose
#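 First, MCF7-BRCA1-FFLuc cells (2000/well) attach for 2 h; next, compounds are pin-added and incubated 48 h at 37 °C; finally, luciferase reagent is added and luminescence read after 15 min.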
# ELG1 genotox – induces genotoxicity in HEK293T cells with luciferase-tagged ELG1 | HEK293T ELG1-luciferase reporter, luminescence, 16 h | Potency, µM (series often up to 46 µM), without a hit: at the top dose activity change, positive = activation, usual class: activators | hit rate 1.3% among 330,000; note: potency is the fitted concentration of half-maximal effect; % of control where 0% means no effect; nearly all actives have a fitted effect of over 60% in size
#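 Step 1: seed 2,000 HEK293T ELG1-luciferase cells per well. Step 2: add compound or DMSO, incubate 16 hr at 37 °C. Step 3: ONE-Glo, 30 min at room temperature, read luminescence.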
# ASM inhibitor – human S-ASM enzyme inhibition. P17405. placental ASM, HMU-PC fluorogenic substrate, 60 min. Potency, µM (titrated, usually from 57.5 µM), for the others: at the top dose activity change, negative = inhibition, actives largely listed as inhibitors. hit rate 0.006% among 340,000. AID 504937; note: potency is the fitted concentration of half-maximal effect
#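 HMU-PC0 cleavage (9 uM final) by human placental ASM, 60 min at 37 °C following 10 min compound exposure at RT; stopped at pH 10, fluorescence Ex 386/Em 447 nm.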
# TSG101-PTAP inh – blocks PTAP/TSG101 interaction to inhibit HIV-1 budding | Fluorescence polarization, FITC-PTAP peptide / Tsg101 binding | 340,000 tested, under 10 active | Potency, µM (titrated, usually from 115 µM), for the others: at the top dose activity change, negative = inhibition, most hits filed as inhibitors | Q99816; active = well fitted inhibition curve with a large enough effect in the main read-out, with a control signal flat, not every such curve was filed as active; inconclusive = small, poorly fitted or top-dose-only effect, or effect the other way, or a change in a side signal; inactive = no such curve, though single readings can be large or run the other way; note: potency is the fitted concentration of half-maximal effect; % of control where 0% means no effect
# Target sequence (Q99816 whole entry, looked up): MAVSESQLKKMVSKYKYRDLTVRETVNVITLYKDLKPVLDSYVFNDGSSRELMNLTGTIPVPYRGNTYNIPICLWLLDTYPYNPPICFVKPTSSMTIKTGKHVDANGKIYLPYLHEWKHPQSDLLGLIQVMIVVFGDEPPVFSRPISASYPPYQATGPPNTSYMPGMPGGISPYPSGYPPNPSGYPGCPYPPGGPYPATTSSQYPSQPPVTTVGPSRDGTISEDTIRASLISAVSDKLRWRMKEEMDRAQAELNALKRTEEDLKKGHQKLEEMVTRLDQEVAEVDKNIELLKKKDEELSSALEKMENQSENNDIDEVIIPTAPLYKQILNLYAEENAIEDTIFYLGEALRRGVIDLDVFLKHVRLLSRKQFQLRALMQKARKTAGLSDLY
#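 Compounds were pin-transferred onto Tsg101 binding domain (10 uM final) in HEPES pH 7.5 buffer, then FITC-PTAP peptide was added at 50 nM final. After 20 min at RT, polarization reported peptide displacement across a qHTS concentration series.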
# Eya2 inh – blocks the phosphatase activity of human Eya2. O00167. hit rate 0.006% among 330,000. recombinant Eya2, OMFP fluorescence dephosphorylation (OMFP is methylfluorescein phosphate). Potency, µM (titrated, usually from 76.9 µM), without a hit: at the top dose activity, negative = inhibition, actives largely listed as inhibitors. AID 488837; note: potency is the fitted concentration of half-maximal effect; % is set by controls: 0 for no effect and ±100 for the full control effect
#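 Eya2 (0.2 uM) preincubated 10 min at ambient with compound, then OMFP substrate added at 50 uM; 10 min reaction in 50 mM HEPES pH 7.5, 50 mM NaCl, 5 uM MgCl2, 0.05% BSA, 1 mM DTT. Fluorescence read at Ex 485/Em 525 nm.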
# USP2a inh – blocks human ubiquitin-specific protease USP2a; hit rate 0.01% among 330,000; AID 463254; Potency, µM (titrated, usually from 38.3 µM), for the others: at the top dose activity change, negative = inhibition, usual class: inhibitors; USP2 core, Ub-CHOP2 coupled fluorogenic reporter, 485/531;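 note: potency is the fitted concentration of half-maximal effect; plate controls were DMSO wells for no effect and full inhibition by NEM control for full effect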
# Target sequence (O75604 whole entry, looked up): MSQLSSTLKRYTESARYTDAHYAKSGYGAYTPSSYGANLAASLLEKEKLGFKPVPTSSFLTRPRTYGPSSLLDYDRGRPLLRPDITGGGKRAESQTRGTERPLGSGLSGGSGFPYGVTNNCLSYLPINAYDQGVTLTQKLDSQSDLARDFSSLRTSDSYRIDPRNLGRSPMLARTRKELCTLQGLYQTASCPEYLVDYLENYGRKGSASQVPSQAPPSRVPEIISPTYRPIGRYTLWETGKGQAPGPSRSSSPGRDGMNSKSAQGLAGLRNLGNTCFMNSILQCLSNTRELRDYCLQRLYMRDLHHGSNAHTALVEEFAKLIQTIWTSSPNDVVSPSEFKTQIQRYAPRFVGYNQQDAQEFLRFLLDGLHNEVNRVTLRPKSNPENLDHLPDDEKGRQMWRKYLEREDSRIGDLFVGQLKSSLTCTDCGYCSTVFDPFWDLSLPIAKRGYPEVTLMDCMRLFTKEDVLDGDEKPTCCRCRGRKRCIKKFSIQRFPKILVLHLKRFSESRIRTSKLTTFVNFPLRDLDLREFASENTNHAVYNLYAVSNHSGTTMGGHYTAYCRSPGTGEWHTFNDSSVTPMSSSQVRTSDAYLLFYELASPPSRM
#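 USP2 core (10nM final) preincubated 30min RT with compound in 20mM Tris-HCl pH 8.0, 2mM CaCl2, 2mM beta-mercaptoethanol, 0.05% CHAPS; 25nM Ub-CHOP2 plus 25nM reporter substrate added, fluorescence (Ex485/Em531) read after 60min.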
# B2AR arrestin – beta2AR (human) beta-arrestin recruitment activity; P07550; beta-arrestin recruitment to beta2AR, cell-based reporter; Potency, µM (titrated, usually from 46.1 µM), inactives show at the highest dose activation, actives largely listed as activators; hit rate 0.02% among 330,000;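 note: potency is the fitted concentration of half-maximal effect; 0% = DMSO controls and full agonism = EC100 isoproterenol or metaproterenol; nearly all actives have a fitted effect of over 65% in size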
# uPA generation – cell surface uPA generation inhibition; AID 540303; hit rate 0.31% among 330,000; cell surface uPA generation assay, qHTS; Potency, µM (top dose mostly 38.3 µM), for the others: top-dose activity change, negative = inhibition, hits mostly inhibitors; active = well fitted inhibition curve with a large enough effect; inconclusive = small, poorly fitted or top-dose-only effect; inactive = no such curve, though single readings can be large or run the other way; tested in mouse RAW 264.7 cells; note: potency is the fitted concentration of half-maximal effect; % is set by controls: 0 for no effect and ±100 for the full control effect; nearly all actives have a fitted effect of over 55% in size
# p53 reactivator – mutant p53 re-activation in reporter cells; H1299 p53-A138V BP100-luciferase reporter, luminescence, 24 h; Potency, µM (titrated, usually from 92.2 µM), for inactives: at the highest dose activity change, positive = activation, hits mostly activators; hit rate 0.063% among 320,000; AID 504706; note: potency is the fitted concentration of half-maximal effect; % of control where 0% means no effect; nearly all actives have a fitted effect of over 45% in size
#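 H1299 (p53-null), stable ts p53-A138V + BP100-Luc; 1000 cells/well, Opti-MEM/10% FBS; cpd 4 pt, 1:5; 24 h, 37 deg C, 5% CO2; detection reagent 10 min RT; luminescence.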
# a7 integrin act – activates integrin-mediated alleviation for muscular dystrophy | hit rate 0.064% among 350,000 | Potency, µM (top dose mostly 38.3 µM), for the others: at the top dose activation, hits mostly activators | alpha7betagal myoblasts, beta-gal FDG fluorescence, 48 h;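 note: potency is the fitted concentration of half-maximal effect; 100% = response of the positive control SU9516; nearly all actives have a fitted effect of over 60% in size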
#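 alpha7betagal+/- myoblasts (passage 13, 250/well) treated 48 h at 37C with compounds at 1:260 dilution of DMSO stock. Lysed, then beta-galactosidase activity read as FDG fluorescence (ex 480/em 540) after 30 min, with pre-read for autofluorescence.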
# The depositor's hits bear a star; ? = inconclusive; . = not tested or not shown; & = joins results of further samples; [ ] = remark or other dose. Unless noted, calls come from the whole dose curve; as a rule, active = well fitted curve in the direction sought with a large enough effect; inconclusive = small, poorly fitted or top-dose-only effect, or another doubt; inactive = no such curve, though single readings can be large; an effect the other way counts as inactive or inconclusive. Rows were taken by chance; about 2.6% have a hit in one of these screens.
molecule | TRPV1 ag | BRCA1 expr act | ELG1 genotox | ASM inhibitor | TSG101-PTAP inh | Eya2 inh | USP2a inh | B2AR arrestin | uPA generation | p53 reactivator | a7 integrin act
CC1(C)NC(=O)N(CC(O)CN2CCCC2)C1=O (stereo not given) | -1 | -2% | -2% | 2% | -6% | 4% | 2% | 0.2% | 5% | 0% | 6%
CCCCC(=O)Nc1ccc(NCc2ccc(C)s2)cc1 | -2 | -8% | 0% | 0% | -3% | -3% | -1% | -0.1% | 16% | 2% | 0%
N/C(=N\S(=O)(=O)c1cc(C(F)(F)F)cc(C(F)(F)F)c1)c1ccccc1 | ? | -62% | -5% | -1% | -5% | -2% | -2% | -0.3% | 3% | 9% | -20%
COc1ccccc1NC(=O)CSc1nc2c(oc3ccccc32)c(=O)n1C | 3 | -2% | -5% | ? | -6% | 0% | 1% | 0.3% | 3% | -7% | 15%
Clc1nc(NCCc2ccccc2)c2cn[nH]c2n1 | . | -22% | . | 0% | -3% | . | . | . | -6% | . | 4%
NNC(=O)c1sc2cc(C(F)(F)F)cnc2c1-c1cccs1 | -1 | -37% | 1% | 4% | 0% | -10% | 1% | -0.2% | -6% | -3% | 8%
OCc1nc2c(ccc3ccccc32)[nH]1 | 3 | 71% | 2% | 4% | 0% | 13% | 0% | -0.1% | -3% | 0% | -11%
Oc1ccc2ccccc2c1CNn1cnnc1 | 0 | -5% | -1% | 94%[activator] | 1% | -11% | 1% | -0.1% | 2% | -3% | 15%
O[Si](CCCN1CCCCC1)(c1ccc(F)cc1)C1CCCCC1 (stereo not given) | 7 | -27% | 1% | 4% | -1% | -13%&7% | 0% | 2.5% | 23% | -2% | .
C=CCNc1nc2ccccc2nc1NS(=O)(=O)c1ccc(Br)cc1 | -4 | -65% | -8% | 3% | 37%[activator] | -15% | 0% | 0.0% | -1% | 1% | ?
COc1ccc(CCNS(=O)(=O)c2ccc(Br)cc2)cc1 | -2 | -43% | 0% | -6% | 0% | ? | 2% | 0.0% | 2% | . | 6%
C=CC[C@H](CC(=O)NCCO)C(=O)N[C@H](C)COC(=O)[C@@H](CC=C)Cc1ccc(F)cc1 | . | -7% | -3% | 2% | 0% | 4% | 3% | -1.0% | 9% | -5% | 0%
C[C@H](CO)N1C[C@H](C)[C@@H](CN(C)C(=O)Nc2ccc(C(F)(F)F)cc2)Oc2ccc(NC(=O)Nc3ccccc3)cc2C1=O | . | -32% | -1% | -25% | -1% | -3% | -1% | -1.7% | 5% | 10% | -3%
O=C(CCC(=O)Nc1ccc(F)cc1)N/N=C/c1ccc(F)cc1 | 3 | -4% | 3% | -1% | -4% | 1% | 3% | -0.3% | 0% | 5% | -21%
Cc1ccc(OCC(=O)Nc2ccc(N3CCN(S(C)(=O)=O)CC3)cc2)c(C)c1 | -3 | -37% | -1% | 2% | 1% | 6% | 2% | -0.2% | 5% | 4% | 35%
O=C(NCC(=O)N1CCN(c2ncc(C(F)(F)F)cc2Cl)CC1)c1ccc(Br)o1 | 8 | -22% | -14% | 1% | -1% | -1% | 2% | -0.7% | 1% | 24% | 22%
COc1cccc(N2CC(C(=O)Nc3nnc(SCc4cccnc4)s3)CC2=O)c1 (stereo not given) | 1 | -2% | -2% | 7% | 0% | -22% | 0% | -0.3% | -6% | -17% | 24%
COc1ccc(CCNc2cc(C)nc3c(-c4ccccc4)c(C)nn23)cc1OC | 25 | -34% | -4% | 1% | -6% | -4% | 1% | 0.3% | 4% | 0% | -22%
CCc1nnc(NC(=O)CSc2nc(-c3ccc(F)cc3)cc(-c3ccccc3)c2C#N)s1 | 4 | -14% | 5% | 14% | -4% | -11% | 1% | -0.9% | 3% | 4% | -29%
O=C1[C@@H]2C(c3cccnc3)=NO[C@@H]2C(=O)N1c1ccc2ccccc2c1 | . | -6% | -1% | -1% | 0% | 34% | -6% | -0.4% | 1% | 1% | -9%
O=C(c1ccc2nc(Cc3cccc(Cl)c3)oc2c1)N1CCC[C@H]1CO | 7 | 0% | -1% | -1% | -2% | 0% | 4% | -1.1% | -5% | 2% | -29%
O=C(CCSc1nc(-c2ccc3c(c2)OCO3)cc(C(F)(F)F)n1)NCc1ccccc1 | 24 | -38% | 7% | 136%[activator] | -5% | 0% | 1% | -1.4% | 5% | 14% | 32%
C=CC(C)(C)c1cc2cc3ccoc3cc2oc1=O | 24 | 25% | 4% | 6% | -6% | -1% | 0% | -0.9% | 4% | 17% | 20%
O=C(CN1C(=O)NC2(CCCCC2)C1=O)Nc1cc(C(F)(F)F)ccc1N1CCOCC1 | 12 | -39% | 2% | -2% | -2% | -6% | 3% | -0.3% | -2% | 6% | 2%
CC(=O)Nc1ccc(S(=O)(=O)NCc2ccncc2)cc1 | -3 | -3% | -6% | 6% | -3% | -7% | 2% | 0.1% | -2% | -2% | -28%

# New compounds follow
# Sequence of screens: TRPV1 ag, BRCA1 expr act, ELG1 genotox, ASM inhibitor, TSG101-PTAP inh, Eya2 inh, USP2a inh, B2AR arrestin, uPA generation, p53 reactivator, a7 integrin act
CC(=O)C1=C(C)NC(SCC(N)=O)=C(C#N)C1c1cccs1 (stereo not given)
    -3, -3%, ., 11%, -4%, ., ., ., 5%, ., 18%
CCN(C(=O)COC(=O)c1ccc(Br)o1)C1CCCCC1
    7, 6%, 0%, -3%, 3%, 7%, 3%, -0.1%, -3%, 15%, ?
Nc1nc(N)c2[nH]cnc2n1
    ., -66%, ., 23%, 2%, ., ., ., ?, ., 14%
CN(C)S(=O)(=O)c1ccc(C(=O)Nc2ccc3c(c2)CCC3)cc1
    ?, 81%, 7%, -6%, -1%, 13%, -2%, 0.5%, -7%, 14%, -17%
CC1(c2ccccc2)NC(=O)N(CC(=O)Nc2ccccc2N2CCCCC2)C1=O (stereo not given)
    21, -16%, 1%, -2%, -4%, 5%, 0%, 0.3%, 14%, 4%, -14%
O=C(Cc1ccc(F)cc1)NC1CCS(=O)(=O)C1 (stereo not given)
    0, 7%, 7%, 7%, -1%, 8%, -1%, -0.2%, 0%, 8%, 11%
CN1C(N)=NC(=O)/C1=C/c1ccc(OC(F)(F)F)cc1
    -6, 38%, 3%, -4%, 1%, 8%, -1%, 0.3%, 5%, 7%, 8%
Cc1cc(C(=O)NC(Cc2c[nH]c3ccccc23)C(=O)O)c(C)o1 (stereo not given)
    1, 8%, -4%, -2%, -7%, 2%, 3%, -0.2%, -3%, 8%, 19%
CSc1ccccc1NC(=O)CN(C)C(C)C(=O)Nc1ccc(C#N)cc1 (stereo not given)
    ?, -34%, -15%, 0%, 0%, 6%, 0%, -0.3%, 3%, -2%, -25%
CCOc1cccc2cc(C(=O)NCc3ccc(OC)cc3)c(=N)oc12
    13, 5%, ?, -1%, -4%, 6%, 0%, -0.2%, -14%, ?, -8%
CC(NC(=O)C1CCCN(S(=O)(=O)c2ccc(-n3cnnn3)cc2)C1)c1ccc(F)cc1 (stereo not given)
    -3, -21%, 3%, -1%, -1%, 9%, 0%, -0.2%, -1%, -1%, -34%
COc1ccc2cc3c(N)nn(C(=O)C4CCC(C(C)(C)C)CC4)c3nc2c1 (stereo not given)
    9, 3%, -9%, -19%, -2%, -1%, 1%, -1.2%, -7%, -3%, -17%

# 4 successive compounds out of the list so far, for reference:
# Sequence of screens: TRPV1 ag, BRCA1 expr act, ELG1 genotox, ASM inhibitor, TSG101-PTAP inh, Eya2 inh, USP2a inh, B2AR arrestin, uPA generation, p53 reactivator, a7 integrin act
CSc1ccccc1NC(=O)CN(C)C(C)C(=O)Nc1ccc(C#N)cc1 (stereo not given)
    ?, -34%, -15%, 0%, 0%, 6%, 0%, -0.3%, 3%, -2%, -25%
CCOc1cccc2cc(C(=O)NCc3ccc(OC)cc3)c(=N)oc12
    13, 5%, ?, -1%, -4%, 6%, 0%, -0.2%, -14%, ?, -8%
CC(NC(=O)C1CCCN(S(=O)(=O)c2ccc(-n3cnnn3)cc2)C1)c1ccc(F)cc1 (stereo not given)
    -3, -21%, 3%, -1%, -1%, 9%, 0%, -0.2%, -1%, -1%, -34%
COc1ccc2cc3c(N)nn(C(=O)C4CCC(C(C)(C)C)CC4)c3nc2c1 (stereo not given)
    9, 3%, -9%, -19%, -2%, -1%, 1%, -1.2%, -7%, -3%, -17%
